# TEAD-YAP inh: TEAD-YAP interaction inhibition; 1.4% of 640,000 active; HEK-TIYL cells, TEAD-Gal4/YAP UAS-luciferase luminescence; inhibition, % at 9.12 µM; in the data active means inhibition above about 32%;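 further: 0% = median of test compound wells and 100% = reference inhibitor wells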
# MITF primary: inhibitors of human MITF | O75030 | AlphaScreen MITF homodimerization, bead proximity signal | AID 1259374 | 0.91% of 650,000 active | inhibition, % at 2.6 µM; in the data active means inhibition above about 50%;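 further: 0% = vehicle wells with protein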
# FBW7 act: human FBW7 E3 ligase activation, primary screen. normalized activity (activation), % at 26.1 µM. Q969H0. 0.13% of 650,000 active. AlphaScreen FBW7–phospho-cyclin E peptide binding, activator screen; in the data active means normalized activity above about 1.9%;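 further: purified mutant Fbw7 with reduced substrate affinity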
# Target sequence (Q969H0 whole entry, looked up): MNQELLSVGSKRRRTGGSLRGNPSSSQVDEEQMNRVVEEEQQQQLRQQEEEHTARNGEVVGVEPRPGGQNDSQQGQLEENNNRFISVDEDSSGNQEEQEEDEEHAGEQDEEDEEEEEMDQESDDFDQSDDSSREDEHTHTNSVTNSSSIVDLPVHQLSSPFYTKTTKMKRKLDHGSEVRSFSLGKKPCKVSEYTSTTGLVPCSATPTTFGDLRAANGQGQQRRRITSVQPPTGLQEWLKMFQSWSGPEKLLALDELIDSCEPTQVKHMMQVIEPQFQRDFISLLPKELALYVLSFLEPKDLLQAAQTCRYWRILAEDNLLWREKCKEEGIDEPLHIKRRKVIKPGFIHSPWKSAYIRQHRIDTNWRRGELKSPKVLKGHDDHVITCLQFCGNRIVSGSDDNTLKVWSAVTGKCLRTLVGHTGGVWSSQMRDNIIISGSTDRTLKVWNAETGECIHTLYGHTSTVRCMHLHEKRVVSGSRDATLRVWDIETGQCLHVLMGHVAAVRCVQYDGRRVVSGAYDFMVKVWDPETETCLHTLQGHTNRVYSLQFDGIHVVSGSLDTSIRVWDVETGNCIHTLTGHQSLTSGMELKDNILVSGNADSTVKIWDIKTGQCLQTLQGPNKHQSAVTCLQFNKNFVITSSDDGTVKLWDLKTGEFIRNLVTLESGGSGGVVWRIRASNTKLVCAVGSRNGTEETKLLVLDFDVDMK
# GPR151 activ: human GPR151 activation | Q8TDV0 | PathHunter beta-arrestin GPR151 cells, luminescence | activation, % at 11.2 µM | 1% of 650,000 active | AID 1508602; in the data active means activation above about 4.9%;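 further: 0% = median of compound wells and 100% = cells with positive control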
# * marks the source's active call; other numbers are inactive results.
SMILES	TEAD-YAP inh	MITF primary	FBW7 act	GPR151 activ
C/C(=N\NC(=O)c1cc(C)nc2ccccc12)c1ccccc1O	53*	-20	-0.6	1.7
Nc1c2c(cc3ccccc13)C(=O)c1ccccc1C2=O	-37	21	0.2	-1.0
O=C(CCSc1ccc(Cl)cc1)Nc1ccccc1C(=O)O	-30	7	0.0	-5.3
CCOc1ccccc1C1C(C#N)=C(SCc2ccccc2)NC(=O)C1C#N (stereo not drawn)	1	4	0.0	0.3
CCCN1C(=O)CN(C2CCCCC2)C(=O)C1c1ccc(N(C)C)cc1 (stereo not drawn)	-4	14	0.1	0.6
CCCCN(C)CCCN(Cc1cccs1)C(=S)Nc1ccccc1C	6	-5	-0.1	-0.1
O=C(Nc1ccc2ccccc2c1)c1cccc(-n2cnnn2)c1	-50	-18	0.0	-0.5
CC(C)CNC(=O)COC(=O)CCC(=O)c1ccc(F)cc1	7	-2	0.0	-0.6
Cc1cc(C)nc(N2CCC(NCc3ccc(C(F)(F)F)nc3)CC2)n1	4	17	0.2	0.7
CCN(CC)C(=O)C1CCCN(c2cc(C(=O)NCCc3ccc(OC)cc3)ccn2)C1 (stereo not drawn)	-3	-3	-0.1	0.4
CCOc1cc(/C=C2\NC(=O)N(Cc3ccc(Cl)cc3)C2=O)cc(Cl)c1OCC(=O)O	5	0	0.0	3.1
CCCOc1cccc(C(=O)Nc2ccc(NC(=O)c3cccc(Cl)c3)cc2)c1	-6	-3	0.2	-1.0
CCOc1nc(NCCO)nc(Nc2cc(Cl)ccc2OC)n1	11	-4	0.1	1.5
CCOC(=O)/C(=C/c1ccc(N(C)C)cc1)NC(=O)c1ccccc1	-24	10	0.2	-1.0
COc1cccc(/C=N/NC(=O)c2ccc(O)cc2O)c1O	42*	31	-0.8	-1.0
CC(C)(C)NC(=O)c1cnn2c1NC(c1ccc(F)cc1)CC2C(F)(F)F (stereo not drawn)	-7	-2	0.1	-1.1
N#Cc1ccc(OCC(=O)NC2CCCCC2)cc1	-3	-4	-0.1	-0.5
Cc1ccc(C)c(COc2ccc3c4c(c(=O)oc3c2C)CCCC4)c1	6	0	0.0	0.1
CCCn1c(SCc2ccc(Br)cc2)n[nH]c1=O	-5	-8	-0.1	2.5
CC(=O)N1CCC(N(C(=O)Nc2ccc(Br)cc2F)C(C)C)CC1	0	-6	-0.1	-0.7
CCOc1ccccc1NC(=O)Cn1ccn(-c2ccccc2)c(=O)c1=O	-1	-5	-0.1	-0.7
O=C1CC(c2ccc(Cl)cc2)Sc2nc3ccccc3n21 (stereo not drawn)	7	-11	0.0	1.1
Cc1ccc(C(=O)NCCCc2ccccc2)s1	-57	-1	0.0	2.4
COc1ccc(C2=C/C(=C/c3ccc([N+](=O)[O-])o3)C(=O)O2)cc1OC	-6	-2	-0.2	-0.8
Cc1nnsc1C(=O)N/N=C/c1c(F)cccc1Cl	5	10	0.1	1.6

# 4 entries picked at random from those above, as already listed:
SMILES	TEAD-YAP inh	MITF primary	FBW7 act	GPR151 activ
COc1cccc(/C=N/NC(=O)c2ccc(O)cc2O)c1O	42*	31	-0.8	-1.0
O=C(CCSc1ccc(Cl)cc1)Nc1ccccc1C(=O)O	-30	7	0.0	-5.3
N#Cc1ccc(OCC(=O)NC2CCCCC2)cc1	-3	-4	-0.1	-0.5
CCCN1C(=O)CN(C2CCCCC2)C(=O)C1c1ccc(N(C)C)cc1 (stereo not drawn)	-4	14	0.1	0.6

# New compounds follow.
SMILES	TEAD-YAP inh	MITF primary	FBW7 act	GPR151 activ
O=C(c1ccc(-c2ccccc2)cc1)N1CCN(Cc2ccc(Cl)cc2)CC1	-12	47	0.0	-1.0
O=C1CCCN1CCn1cnc2c(Nc3ccc(Oc4ccccc4)cc3)nc(-c3ccccc3)nc21	3	2	-0.2	0.1
COc1cc(C=O)ccc1OC(=O)c1ccc([N+](=O)[O-])cc1Cl	11	16	-0.1	-1.5
CC(NC(=O)CSc1ncc(-c2ccccc2)[nH]1)c1ccccc1 (stereo not drawn)	-12	-9	0.2	-1.3
N#Cc1ccccc1CSc1nnc(-c2cccc(S(=O)(=O)N3CCOCC3)c2)o1	-2	-15	0.2	-1.0
COc1cc(CN2CCN(Cc3ccc(C(F)(F)F)cc3)CC2)cc2c1OCO2	-12	61*	-0.1	0.7
Cc1cccc(OCC(=O)Nc2ccc3c4c(cccc24)C(=O)NC3=O)c1	-5	15	0.1	1.2
CCc1nnc(NC(=O)c2sc3nc4c(C)ccc(C)c4cc3c2N)s1	4	6	0.0	0.0
NC(=O)C1CCN(Cc2cc3c(cc2[N+](=O)[O-])OCO3)CC1	-7	32	0.3	3.1
O=C(Nc1cccc(NC(=O)c2ccc(Br)o2)c1)c1ccco1	-7	-9	0.0	0.6
COCCCNC(=O)CN1C(=O)CC(C)(C)Sc2ccccc21	2	-42	0.0	2.7
Cc1ccc(NS(=O)(=O)CCCCC(Cl)(Cl)Cl)cc1	2	0	0.1	0.8
COc1cc(CN(C(=S)NCC(=O)NCc2ccc(C)cc2)C2CCCC2)cc(OC)c1OC	-3	4	0.0	-1.2
CCC(C)(C)n1nnnc1C(c1ccccc1OC)N1CCN(C(=O)c2ccco2)CC1 (stereo not drawn)	-1	9	-0.1	-0.3
C=C(C)CN1C(=O)NC(CC)(C2CCN(Cc3ccc(OC)c(C)c3OC)CC2)C1=O (stereo not drawn)	8	9	-0.1	0.9
COc1ccc(C(=O)NCC2CCCN2S(=O)(=O)c2ccc(C)cc2)cc1 (stereo not drawn)	-1	1	0.3	2.5
CC(=O)C/C(C)=N/NC(=O)COc1ccccc1	-6	0	-0.1	-0.4
CC(Oc1ccc(S(=O)(=O)N2CCOCC2)cc1Cl)C(=O)NC(N)=O (stereo not drawn)	3	0	-0.2	2.3
O=C(c1cccc(S(=O)(=O)Nc2ccc(Br)cc2)c1)N1CCCc2ccccc21	5	4	0.0	0.3
O=C(NC(c1ccccn1)c1cccs1)C1CCN(C(=O)c2cccs2)CC1 (stereo not drawn)	2	-12	0.4	0.9
Cc1ccc2oc(-c3ccc(Cl)c(NC(=O)c4ccccc4F)c3)nc2c1	-39	7	0.5	-0.3
CN(C)c1cc(NCCN2CCC3(CC2)OCCO3)c2c3c(onc13)-c1ccccc1C2=O	0	51*	-0.6	2.9
O=C(CCC(=O)NC1CCCCC1)Nc1nc(-c2cc3ccccc3oc2=O)cs1	3	11	0.1	1.3
C=C(C)Cn1c(N=Nc2c(O)[nH]c3ccccc23)nc2c1c(=O)[nH]c(=O)n2C	5	6	0.0	0.5
CCOc1ccc2[nH]c(=O)c(CN(Cc3ccc(C)cc3)C(=O)N3CCOCC3)cc2c1	0	4	-0.1	0.3
NC(=O)C1CC(=O)N(c2ccc(OCc3ccc(Cl)c(Cl)c3)cc2)C1 (stereo not drawn)	-55	3	0.7	0.8
O=C1CCC(=O)N1OCCSc1ccccc1	0	13	0.0	0.4
COc1ccc(C(=O)c2oc3cc(NC(=O)c4ccc(OC)c(OC)c4)ccc3c2C)cc1	11	14	0.2	-0.2
Cc1cc(Cl)cc2sc(N(Cc3ccco3)C(=O)C3=COCCO3)nc12	-20	12	0.0	2.4
Cc1cc(Cl)ccc1OC(C)C(=O)Nc1ccccc1N1CCOCC1 (stereo not drawn)	10	3	0.3	-0.8
O=C1C2CC=C(Cl)CC2C(=O)N1c1ccccc1 (stereo not drawn)	8	10	0.1	-0.4
Cc1cccc(Oc2coc3cc(OC(C)C(=O)OC4CCCCC4)ccc3c2=O)c1 (stereo not drawn)	0	6	-0.1	-1.6
Cc1ccc(OC(C)C(=O)NNC(=O)Nc2cccc(C(F)(F)F)c2)c([N+](=O)[O-])c1 (stereo not drawn)	5	23	-0.1	-1.8
CCn1c(=O)c2cc(C(=O)Nc3ccc(OC)cc3OC)sc2c2ccccc21	2	-6	-0.1	0.3
COCCNC(=O)c1cc(OC)c(OC)c(OC)c1	1	1	0.2	0.9
CNC(=O)c1ccsc1NC(=O)c1ccc(N(C)C)cc1	8	-9	-0.1	1.1
CC1CCc2c(sc(NC(=O)c3ccc(N4CCOCC4)c([N+](=O)[O-])c3)c2C(N)=O)C1 (stereo not drawn)	2	-5	1.2	1.6
CC(C)(C)c1ccc(C(=O)N/C(=C\c2cccc([N+](=O)[O-])c2)C(=O)NCCCO)cc1	8	-3	-0.6	1.5
CCOC(=O)c1ccc(NC(=S)NNC(=O)Cc2cccn2C)cc1	3	10	0.0	10*
Cc1ccc(-c2n[nH]c(=S)n2N)cc1	10	17	0.9	-1.2
COCC1CCN(c2nc3nonc3nc2NC2CCCC2)C1 (stereo not drawn)	-2	4	-0.1	-1.4
N#CC1=C(N)C(C#N)(C#N)C(c2ccccc2)C2CCCC=C12 (stereo not drawn)	7	10	1.9*	1.5
Clc1ccc(-c2nc3ccccc3nc2-c2ccc(Cl)cc2)cc1	5	-14	0.1	1.0
C=CCN1C(=O)S/C(=C\c2cc(C)n(CC)c2C)C1=O	-18	-3	-0.1	-1.1
CC(=O)Nc1ccccc1NC(=O)c1cc([N+](=O)[O-])ccc1Cl	3	-4	-0.1	0.9
COc1ccc(C(=O)Nc2nc3c(s2)CCc2ccccc2-3)cc1	-12	-17	0.1	1.2
COCCn1c(SCC(=O)Nc2ccc(C(C)=O)cc2)nnc1-c1c[nH]c2ccccc12	-4	5	0.1	0.9
CC/C(=N/NC(=O)c1nc2nc(C)cc(C)n2n1)c1ccccc1	-7	9	0.1	-0.6
CC(C)(C)c1csc(NC(=O)c2ccc(Cl)s2)n1	-61	8	0.2	-1.0
CCCN(CC1CCCO1)C(=O)CC1(c2cccc(F)c2)CC(=O)N(C2CCCC2)C1=O (stereo not drawn)	9	-8	0.0	0.6

# A different layout for three compounds above.
# Values run as follows: TEAD-YAP inh | MITF primary | FBW7 act | GPR151 activ
> CCn1c(=O)c2cc(C(=O)Nc3ccc(OC)cc3OC)sc2c2ccccc21
 : 2 | -6 | -0.1 | 0.3
> CC(C)(C)c1ccc(C(=O)N/C(=C\c2cccc([N+](=O)[O-])c2)C(=O)NCCCO)cc1
 : 8 | -3 | -0.6 | 1.5
> O=C1CCC(=O)N1OCCSc1ccccc1
 : 0 | 13 | 0.0 | 0.4

# Carrying on.
SMILES	TEAD-YAP inh	MITF primary	FBW7 act	GPR151 activ
COC(=O)C(C)N1C(=O)S/C(=C/C=C/c2ccco2)C1=O (stereo not drawn)	-29	-11	0.0	0.5
O=C1CC(C(=O)N2CCOc3ccc(CN4CCN(c5ccccn5)CC4)cc3C2)CN1 (stereo not drawn)	8	4	0.1	-1.4
CCS(=O)(=O)c1nc2ccccc2n1Cc1cccc(F)c1	-21	-11	1.1	2.0
CC(C)(C)c1ccc(C2C(C#N)=C(N)N(c3cccc([N+](=O)[O-])c3)C3=C2C(=O)CCC3)s1 (stereo not drawn)	3	-3	-0.2	-0.2
CCc1ccc(NC(=O)COC(=O)c2cc(=O)c3ccccc3o2)cc1	5	-1	-0.2	-0.3
CC(C)n1cnc2c(NCCOc3ccccc3)nc(-c3ccc(N4CCN(C)CC4)cc3)nc21	-4	19	0.2	-0.6
CCOC(=O)c1c(NC(=O)CCCC(=O)O)sc2c1CCCCC2	8	2	0.1	0.7
CC(C)(O)C1(C)NCCc2ccccc21 (stereo not drawn)	-7	8	-0.2	1.7
CCC(=O)Nc1cccc(Cl)c1N1CCOCC1	5	5	0.4	-0.6
COc1cc2nc(-c3c(C)nn(C)c3C)nc(NC3CC3)c2cc1OC	-4	-14	0.8	-3.8
CCOc1ccccc1C(=O)Nc1cccc(N2CCCCC2=O)c1	10	-4	-0.2	0.5
O=C(Nc1ccc(N2CCOCC2)cc1)c1cccc(-c2csc3ccccc23)c1	-3	4	-0.1	3.2
CCOC(=O)C1=C(C)N(c2ccc(OC)cc2)C(=O)/C1=C\c1cccc(OC)c1O	1	-1	0.0	-0.6
O=C(Nc1nnc(C2CCCCC2)s1)C1CCCCC1	-23	-9	-0.1	-0.4
Clc1ccc2nc(-c3ccccn3)cc(-c3ccccc3)c2c1	-1	-10	-0.2	-1.7
CCOC(=O)c1c(-c2ccccc2)csc1NC(=O)c1ccccc1I	-6	0	-0.1	0.3
CC(=O)c1ccc(N2C(=O)C(=O)/C(=C(\O)c3ccccc3)C2c2ccccc2F)cc1 (stereo not drawn)	-45	18	0.2	-1.3
O=C(CC(=O)Nc1ccc2nc3n(c(=O)c2c1)CCCCC3)NCc1ccc2c(c1)OCO2	-17	1	0.2	-0.9
CCc1nn(CC(=O)NC(C)C)c(=O)c2cc3sccc3n12	7	4	0.0	0.0
CSCCNC(=O)C1CCN(c2nc(C)c3ccccc3n2)CC1	10	0	0.0	-1.1
CS(=O)(=O)c1ccc(NC(=O)CO)c([N+](=O)[O-])c1	2	10	-0.1	1.6
CN(C)N1C(=O)CC(Nc2ccc(I)cc2)C1=O (stereo not drawn)	-2	-1	0.0	1.0
CC(=O)Nc1ccc(C(=O)CSc2nnc(-c3ccccc3Cl)o2)cc1	0	19	0.2	-2.3
CCCCCCOc1ccc(OC(=O)c2cncc(Br)c2)cc1	-2	8	-0.1	0.3
COc1ccc(N2C(=O)C(Cl)=C(Nc3cc(C)ccc3O)C2=O)cc1	6	20	0.1	0.2

# Bioassay records as filed in PubChem BioAssay.
